Bioassay records deposited in PubChem by several laboratories.
hcDAF-12 act: activates DAF-12 receptor from parasite H. contortus. HEK293 hcDAF-12 lit1-tk-luc reporter, luminescence; 0% DMSO, 100% Δ7-dafachronic acid. activation, % at 6.8 µM. hit rate 1.4% among 370,000. AID 652067;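 active = activation above the mean of all tested compounds plus 3 SD, cut at about 5.5% in these data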;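 note: 100% = response to 3 µM Δ7-dafachronic acid high control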
DAX1 inh-1: inhibitors of DAX1 repression of SF-1 activated StAR promoter; HEK293T StAR-luciferase reporter, SF-1/DAX-1 repression relief; AID 652010; hit rate 1.1% among 370,000; inhibition, % at 6.8 µM;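 active = inhibition above the mean over all tested compounds plus 3 SD, cut at about 3.6% in these data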;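 note: 0% = DAX-1 cells with DMSO and 100% = cells lacking DAX-1 with DMSO; higher inhibition means more luminescence from relief of DAX-1 repression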
hgDAF12 agonist: hgDAF-12 agonism, primary luciferase screen; activation, % at 6.8 µM; HEK293 GAL4-hgDAF12 UAS-luciferase reporter, agonist luminescence; normalized to butyrate control; hit rate 1.8% among 370,000;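 active = activation above a cutoff set at the mean of all screened compounds plus 3 SD, cut at about 10% in these data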;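 note: 0% = DMSO wells and 100% = sodium butyrate wells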
DAX1 inh-2: NR0B1 (DAX1) inhibition; P51843; HEK293 Gal4-DAX1 luciferase reporter, luminescence; inhibition, % at 6.75 µM; hit rate 0.99% among 340,000; AID 504766;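 active = inhibition above the mean over all tested compounds plus 3 SD, cut at about 4.2% in these data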;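 note: 0% = DAX1-transfected cells with DMSO and 100% = empty-vector control cells with DMSO; inhibition shows as a rise in luminescence from relieved DAX1 repression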
Target sequence (P51843 207-470 limits assumed): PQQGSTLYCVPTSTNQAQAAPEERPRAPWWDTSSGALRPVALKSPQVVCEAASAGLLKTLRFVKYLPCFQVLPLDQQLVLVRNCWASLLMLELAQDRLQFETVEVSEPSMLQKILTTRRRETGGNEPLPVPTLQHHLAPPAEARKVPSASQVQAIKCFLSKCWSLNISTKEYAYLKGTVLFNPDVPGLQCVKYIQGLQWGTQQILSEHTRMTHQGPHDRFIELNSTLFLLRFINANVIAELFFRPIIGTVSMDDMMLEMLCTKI
SMARCA2 act: activators of SMARCA2 function | hit rate 1% among 370,000 | AID 652017 | MG213 cells, MMTV-luciferase reporter, dexamethasone, overnight | activation, % at 9.1 µM; in the data active = activation above about 7.8%;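 note: 0% = vehicle wells and 100% = reference activator wells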
sPLA2-III inh: Inhibits HGIII-sPLA2 liposome hydrolysis, primary screen | Q9NZ20 | QFRET BODIPY PC-A2 liposome hydrolysis, fluorescence | inhibition, % at 12.2 µM | hit rate 0.56% among 370,000;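 active = inhibition above mean plus 3 SD of compounds lying within the high and low control bounds, cut at about 19% in these data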;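 note: 0% = median of test compound wells and 100% = no enzyme DMSO wells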
Rev-erbA mod: Rev-erb alpha (human) modulation. P20393. Rev-erbα–FITC-DNA binding, fluorescence polarization, 90 min. activity, % at 10 µM. hit rate 0.79% among 370,000;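 active = activity above about 14%, limit read from the data; passing the limit was not always enough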;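 note: 0% = DMSO wells with 35 nM protein and 100% = DMSO wells with 750 nM protein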
Target sequence (P20393 whole entry, looked up): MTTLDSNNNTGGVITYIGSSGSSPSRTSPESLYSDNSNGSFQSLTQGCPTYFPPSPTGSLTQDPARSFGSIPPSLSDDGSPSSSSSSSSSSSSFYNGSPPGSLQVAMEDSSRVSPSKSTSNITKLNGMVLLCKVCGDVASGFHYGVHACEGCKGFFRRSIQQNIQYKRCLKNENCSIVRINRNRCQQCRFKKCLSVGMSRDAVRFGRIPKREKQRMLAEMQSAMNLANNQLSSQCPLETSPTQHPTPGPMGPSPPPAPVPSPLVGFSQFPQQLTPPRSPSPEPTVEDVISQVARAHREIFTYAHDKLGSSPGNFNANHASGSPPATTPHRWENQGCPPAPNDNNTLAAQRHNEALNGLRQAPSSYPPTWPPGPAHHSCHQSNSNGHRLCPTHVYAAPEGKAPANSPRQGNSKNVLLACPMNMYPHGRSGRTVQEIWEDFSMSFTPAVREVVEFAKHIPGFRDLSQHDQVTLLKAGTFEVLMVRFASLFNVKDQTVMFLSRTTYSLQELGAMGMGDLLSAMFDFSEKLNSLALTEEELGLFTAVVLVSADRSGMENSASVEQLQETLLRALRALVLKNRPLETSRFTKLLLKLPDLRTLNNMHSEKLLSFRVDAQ
GAA850 FXN act: frataxin GAA850 promoter activation | activation, % at 6 µM | hit rate 0.56% among 360,000 | HEK293 lucGAA850 FXN promoter luciferase reporter, 24 h; percent of 10 µM SAHA response;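 active = activation above the average of all compounds screened plus 3 SD, cutoff fixed separately per campaign, cut at about 7.5% in these data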;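 note: 0% = DMSO wells and 100% = 10 µM SAHA wells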
PLC-beta3 inh: PLC-beta3 (human) inhibition, primary screen; hit rate 0.18% among 370,000; AID 720704; Q01970; inhibition, % at 12.2 µM; Purified PLC-beta3, fluorogenic substrate, fluorescence; in the data active = inhibition above about 11%;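 note: 0% = median of compound wells on plate and 100% = full blocker control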
PG9 Ab binder: binds the HIV-1 gp120 antibody PG9. AID 624416. TR-FRET gp120-PG9 antibody binding. hit rate 0.43% among 360,000. inhibition, % at 6.7 µM; in the data active = inhibition above about 8.5%
ssDAF-12 act: activates DAF-12 receptor from parasite S. stercoralis | HEK293 ssDAF-12/GRIP1 lit1-tk-luc reporter, luminescence; % of 3 µM dafachronic acid response | activation, % at 6.8 µM | hit rate 1% among 370,000 | AID 652126;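 active = activation above the mean over all tested compounds plus 3 SD, cut at about 0.9% in these data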;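 note: 0% = DMSO-only wells and 100% = 3 µM delta7-dafachronic acid wells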
An asterisk follows results filed as active; / = not tested or not shown; & = joins results of further samples. Outcome played no part in choosing rows; 7% or so of the library scored in one or more.

Results follow in this order: hgDAF12 agonist	Rev-erbA mod	GAA850 FXN act	DAX1 inh-1	DAX1 inh-2	PG9 Ab binder	ssDAF-12 act	SMARCA2 act	hcDAF-12 act	sPLA2-III inh	PLC-beta3 inh
> COc1cc2c(cc1OC)C(C)N(C(=O)c1sccc1C)CC2 (stereo not given)
 : 2.7	0	0.9	0.1	0.9	-2.1	-1.0	-4	-2.3	12	-6
> CC1SC(=NC(=O)c2ccco2)NC1=O (stereo not given)
 : 1.9	4	-0.9	0.4	0.0	-1.1	-0.9	-1	0.4	0	0
> CCOC(=O)C1=CCN(S(=O)(=O)c2ccccc2Br)C1c1ccc(F)cc1 (stereo not given)
 : -0.8	1	/	-1.1	/	-0.9	-1.5	-3	-1.3	-7	3
> O=C(COC(=O)c1ccc([N+](=O)[O-])s1)Nc1ccc(F)cc1
 : 1.0	7	0.9	1.4	-0.2	-1.3	-1.1	-3	0.1	-3	1
> COc1ccc(-c2nc3cc(NC(=S)NC(=O)Cc4ccccc4)ccc3o2)cc1
 : 1.0	-5	4.3	0.5	-0.5	0.3	-0.7	1	-2.2	4	-14
> CC(=O)N1CCSc2ccc(S(=O)(=O)NCc3ccccc3)cc21
 : -3.4	3	-2.2	-0.8	-0.5	1.6	-1.5	-2	-2.7	2	-7
> Cn1ccc(C(=O)N/N=C/c2ccncc2)n1
 : 2.2	-1	1.9	0.5	0.0	-3.1	-1.0	-4	-0.4	13	-8
> CCCn1nc2cc(C(=O)NCCc3ccc(C)cc3)ccc2c1OCC
 : 0.9	-5	-0.3	-0.6	2.1	0.5	-0.6	1	-0.5	-6	-383
> CC(C)Cn1c(N)c(C(=O)COC(=O)CC23CC4CC(CC(C4)C2)C3)c(=O)n(C)c1=O
 : -6.2	3	-2.7	-2.0	-3.5	1.1	-2.4	-3	-3.2	-10	0
> Cc1ccc(NC(=O)CCn2cccc2)cc1
 : 2.1	3	4.3	1.5	-0.1	-0.6	-0.9	1	-1.5	-15	4
> Cc1cc(OC2CCCCC2)nc(NCc2ccccc2)n1
 : 0.3	8	-0.5	0.5	/	-1.4	-1.4	-1	-0.8	8	-10
> COc1ccc2nc(C)cc(N3CCN(c4ccccc4)CC3)c2c1
 : 2.1	-2	-0.6	-0.4	-0.9	0.1	-1.8	-1	-3.8	0	-7
> Cc1cc2nc(/N=C(\N)NC(=O)N3c4ccccc4Sc4ccccc43)nc(C)c2cc1C
 : -1.3&-0.5	0&13	1.6&1.7	-0.3&-0.8	-1.1&0.2	0.9&-0.6	-0.9&-1.3	1&-2	0.1&0.2	21*	-39&-10
> Cc1nc(N(C)Cc2ccccc2)c2nnn(Cc3ccccc3)c2n1
 : 0.6	5	0.5	-0.2	-0.9	1.4	-1.1	-6	-2.6	-5	4
> CCN(CC)C(=O)Cn1cc(C(=O)C(=O)N2CC=C(c3ccccc3)CC2)c2ccccc21
 : -0.6	0	-0.9	0.0	0.2	-1.5	-1.6	-4	-0.5	-12	-11
> CC1CN(C(=S)NC(=O)c2ccc([N+](=O)[O-])cc2)CC(C)O1 (stereo not given)
 : 1.0	-2	0.6	0.8	1.5	-2.2	-1.1	1	-0.6	10	2
> CC(=O)c1cccc(NC(=O)c2ccc(NC(=O)CCS(=O)(=O)c3cccs3)cc2)c1
 : -1.7	-1	-4.2	-0.9	-0.4	-8.5	-0.7	-4	-0.4	-13	-8
> COc1cc(/C(C)=N/N2CCN(Cc3ccc(C)cc3)CC2)ccc1O
 : -1.4	7	0.4	-0.5	-0.4	1.3	-0.9	-1	-2.5	11	-5
> CSc1ccccc1C(=O)NCCSc1ccc(C)cc1
 : -0.7	2	0.9	0.1	0.5	-3.4	-2.0	-1	-2.2	4	-4
> Cc1cc(C(=O)COC(=O)c2ccc(Br)o2)c(C)n1C
 : 6.3	1	3.1	-0.1	0.4	-1.0	-0.3	9.7*	0.9	4	-5

Next part; the last three above are carried over.
Results follow in this order: hgDAF12 agonist	Rev-erbA mod	GAA850 FXN act	DAX1 inh-1	DAX1 inh-2	PG9 Ab binder	ssDAF-12 act	SMARCA2 act	hcDAF-12 act	sPLA2-III inh	PLC-beta3 inh
> COc1cc(/C(C)=N/N2CCN(Cc3ccc(C)cc3)CC2)ccc1O
 : -1.4	7	0.4	-0.5	-0.4	1.3	-0.9	-1	-2.5	11	-5
> CSc1ccccc1C(=O)NCCSc1ccc(C)cc1
 : -0.7	2	0.9	0.1	0.5	-3.4	-2.0	-1	-2.2	4	-4
> Cc1cc(C(=O)COC(=O)c2ccc(Br)o2)c(C)n1C
 : 6.3	1	3.1	-0.1	0.4	-1.0	-0.3	9.7*	0.9	4	-5
> CCOc1ccc(NC(=O)C2CCN(S(=O)(=O)c3c(C)n[nH]c3C)CC2)cc1
 : -0.5	2	-2.0	-0.8	-0.2	-1.6	-1.2	-1	-1.1	-5	2
> CC1CCCC(n2cnc3cc(C(=O)O)ccc32)C1C (stereo not given)
 : 3.0	2	2.5	0.5	1.6	-1.0	-0.8	-2	-1.2	5	-7
> CSc1nsc(SCC(=O)Nc2c(C)n(C)n(-c3ccccc3)c2=O)n1
 : 0.6	4	-2.9	-0.8	1.2	-1.2	-0.7	-3	0.1	5	1
> Cc1cc2cc3c(cc2nc1SCc1ccccn1)OCCO3
 : -0.5	44*	4.6	-0.5	-0.2	-2.9	0.4	3	-1.6	-4	1
> CCOC(=O)C1(Cc2ccc(Cl)cc2)CCN(C(=O)c2cnc(C)cn2)CC1
 : -0.5	2	1.7	-0.2	0.4	-0.5	-1.4	-1	-3.6	-2	-9
> COc1ccc(S(=O)(=O)N2CCOCC2)cc1NC(=O)C1CCCCN1S(=O)(=O)c1ccccc1 (stereo not given)
 : 1.4	1	-0.3	-2.1	-1.6	-2.5	-1.8	2	-0.6	-3	0
> Cc1ccc(CCSc2ccc(C(C)C)cc2)cn1
 : -1.1	4	-3.3	-0.7	-0.5	-0.6	-1.8	-2	-3.1	2	0
> COc1ccc(NC(=O)CSc2nnc(C)s2)cc1S(=O)(=O)N1CCOCC1
 : -0.7	-6	-0.8	0.1	0.2	-0.3	-1.3	-2	-0.3	12	-6
> CC(C)CC(C(=O)Oc1ccc2c3c(c(=O)oc2c1)CCC3)N1C(=O)c2ccccc2C1=O (stereo not given)
 : 1.3	-1	-1.8	0.2	0.3	-2.3	-0.1	-1	0.6	2	-106
> Cc1cccc(N2CCN(C3=NC(=O)C(Cc4ccccc4)S3)CC2)c1 (stereo not given)
 : -3.2	-1	1.4	0.3	-1.2	-1.3	-1.1	-4	-0.5	-12	-1
> Cc1ccccc1CCNC(=O)C1CCN(S(=O)(=O)c2ccc(-n3cnnn3)cc2)CC1
 : -0.7	-6	0.8	-0.5	0.4	-0.1	-0.2	1	3.2	-5	1
> Cc1ccc(NC(=O)CSc2nnc(CNC(=O)c3c(F)cccc3Cl)o2)cc1
 : 1.0	-5	-0.7	-0.8	2.6	0.3	-0.7	-7	-1.2	4	3
> CCN(CC)c1ccc(/C=N/NC(=O)CNC(=O)c2ccc3c(c2)OCCO3)cc1
 : 2.5	0	0.7	-0.8	-1.1	-2.8	-1.7	2	-0.8	0	-114
> CCN1C[C@@H]2[C@@H]3C(=O)N(C)C(=O)[C@@H]3[C@](CC)(C1=O)N2C(=O)c1ccc(F)cc1
 : 1.6	2	0.1	0.8	4.6*	0.3	-0.4	0	0.7	13	-2
> Cc1ccc(Cl)cc1NC(=S)N(CCCN1CCOCC1)Cc1ccccn1
 : -2.4	-2	-0.3	0.0	-0.9	0.2	-1.3	-2	-1.7	3	4
> O=C(COc1ccc(S(=O)(=O)N2CCOCC2)cc1Cl)NC1CC1
 : 0.8	1	1.2	0.5	-1.3	0.1	-1.3	-1	-0.2	2	1
> CCOC(=O)N1CCC(NC(=O)C2CCN(S(=O)(=O)c3ccc4c(c3)oc(=O)n4C)CC2)CC1
 : 2.3	-2	0.1	-0.2	1.1	-1.2	-1.1	2	-1.2	0	1
> O=C(COC(=O)[C@H](Cc1c[nH]c2ccccc12)NC(=O)c1cccs1)NCc1ccccc1
 : 3.3	5	0.5	0.5	0.3	-1.6	-0.2	0	1.9	-98	2
> Cc1ccc(N2C(=O)CN(Cc3sccc3C)C2=S)cc1C
 : -1.2	-2	-1.0	-0.3	-0.1	-0.9	-2.2	-1	0.6	-204	-1
> O=C(c1ccccc1)c1ccc(Oc2ncccn2)cc1
 : 2.2	-6	3.7	0.3	-0.7	-1.0	-0.9	0	0.9	5	0
> CCOC(=O)C(Cc1c(F)cccc1F)(NC(C)=O)C(=O)OCC
 : -1.0	-2	-0.6	0.3	0.4	-1.8	-1.1	1	0.3	3	2
> O=C(NN1C(=O)NC2(CCCCC2)C1=O)c1cc(F)cc(F)c1
 : 0.6	-8	0.3	0.1	-0.3	-1.4	-1.4	-1	1.7	-2	-3
> Cc1ccc(NC(=O)CSc2nn3c(=O)c(C)nnc3s2)cc1Cl
 : -4.4	5	1.3	-0.8	-0.4	-1.7	-1.0	-2	0.6	6	-9
> N#Cc1ccc(C(=O)NC(=S)N2CCN(C=O)CC2)cc1
 : 0.3	9	-0.4	-0.9	0.0	2.9	-0.8	-1	-1.4	12	-1
> Cc1ccc(NC(=O)COC(=O)CCc2ccc(S(=O)(=O)N3CCOCC3)cc2)cc1F
 : -3.8	0	0.6	0.2	-0.4	-0.1	-0.7	1	0.0	-18	-1
> N#Cc1ccc(C(=O)N2CCN(S(=O)(=O)c3ccc(Cl)s3)CC2)cc1
 : -1.1	-2	3.0	-0.8	-0.4	0.1	-1.1	-1	0.2	5	-9
> Cc1cc(C)c2cc(CN(Cc3cccs3)Cc3nnnn3CC3CCCO3)c(=O)[nH]c2c1 (stereo not given)
 : -0.9	-4	-1.6	-1.0	-1.0	-0.2	-1.4	0	-0.9	-5	-4
> COC(=O)[C@]12C[C@H](CC(=O)N3CCC(c4ccccc4)CC3)C(=O)N(Cc3ccc(Cl)cc3Cl)C1=C[C@H](C(C)C)O[C@@H]2C1CC1
 : -0.3	1	/	0.7	/	/	-0.6	-3	1.7	12	-1
> O=C(NC(c1ccccc1)c1ccsc1)C1CCN(Cc2ccc(Oc3ccccc3)cc2)CC1 (stereo not given)
 : 0.3	-4	0.6	-1.1	/	-0.1	-1.7	-1	-2.8	-5	1
> Cc1cc(=O)n(C2CCS(=O)(=O)C2)[nH]1 (stereo not given)
 : -4.1	-5	1.5	-0.6	/	-3.0	-0.7	-3	-0.8	9	-2
> Cc1cc(C)nc(NS(=O)(=O)c2ccc(NC(=O)c3ccco3)cc2)n1
 : 1.6	0	1.5	-0.3	0.4	-0.8	-1.7	2	-1.3	-2	4
> COc1cccc(C2C(C#N)=C(N)N(N(C)C)C3=C2C(=O)CC(C)(C)C3)c1 (stereo not given)
 : -3.0	-3	-0.3	-0.3	1.9	0.1	-0.9	-3	-0.4	8	-11
> COc1cc(CCC(=O)OCC(=O)Nc2ncc(Cl)cc2Cl)cc(OC)c1OC
 : 0.7	-9	1.3	0.1	-1.0	-0.2	-0.6	-1	0.3	-3	-4
> O=C(Cn1cc(Br)ccc1=O)Nc1ccc2c(c1)OCO2
 : -0.7	-5	-1.1	0.3	1.0	-3.2	-0.4	-1	-0.3	-2	-6
